Bioassay records as filed in PubChem.
TAG inh: inhibitors of triacylglycerol accumulation; H9c2 cells, Nile Red lipid (TAG) fluorescence; cells loaded with 200 µM oleic acid; AID 651582; inhibition, % at 12.5 µM; 230,000 tested, 0.66% active;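 active means pattern-corrected inhibition of lipid staining of at least 50% with the nuclear-stain viability signal not falling by more than 50%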;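 further: 0% = DMSO wells and 100% = triacsin C control wells; some results filed as inactive read as strong as hits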
TAG inh DAPI viability: also measured in TAG inh; calls as there; DAPI nuclei signal change (viability), lower = more cytotoxic, %;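 whole-well DAPI fluorescence read on a plate reader as a viability signal; minus 50 percent equals half of cells still viable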
* marks the source's active call; other numbers are inactive results. The list is partial; count on the stated rates, not on these rows.

How did CC#CCOCC1CNC(=O)O1 (stereo not given) do in these assays?
TAG inh: -1.0; TAG inh DAPI viability: -10.3

How did CCCNC(=O)C(Cc1ccccc1)NC(=O)c1ccc(C(C)(C)C)cc1 (stereo not given) do in these assays?
TAG inh: 9.2; TAG inh DAPI viability: 0.7

Results for Cc1ccc(-n2[nH]c(C)c(C=Nc3cc(C)ccn3)c2=O)cc1 ?
TAG inh: 6.5; TAG inh DAPI viability: 19.9

How did Cn1c(O)c(N=NC(=O)C2COc3ccccc3O2)c2ccccc21 (stereo not given) do in these assays?
TAG inh: 6.1; TAG inh DAPI viability: -2.4

How did C#CCOCCOCCOCCNc1nc(N2CCN(C(=O)Cn3cc(CCCN=C(N)N)nn3)CC2)nc(N2CCN(C(=O)[C@H](CCCCN)n3cc(CCC(=O)O)nn3)CC2)n1 do in these assays?
TAG inh: -0.4; TAG inh DAPI viability: 2.8

How did O=[N+]([O-])c1ccc(S(=O)(=O)NNC(=S)NCCc2ccccc2)cc1 do in these assays?
TAG inh: -14.5; TAG inh DAPI viability: 7.3

How did CC(=O)Nc1cccc(NC(=O)C(=O)NCC(c2ccco2)N2CCc3ccccc32)c1 (stereo not given) do in these assays?
TAG inh: 17.4; TAG inh DAPI viability: 3.7

How did COc1ccc2[nH]c(=O)c(CN(Cc3ccccc3)C(=S)NCC3CCCO3)cc2c1 (stereo not given) do in these assays?
TAG inh: 5.3; TAG inh DAPI viability: 6.5

Results for CCCn1c(SCC(=O)Nc2nnc(C(C)C)s2)nc2c1c(=O)n(C)c(=O)n2C ?
TAG inh: 5.8; TAG inh DAPI viability: 2.8

Results for C[C@@H]1CN([C@H](C)CO)C(=O)CCCn2cc(nn2)CO[C@H]1CN(C)C(=O)Nc1ccc(F)cc1 ?
TAG inh: -13.7; TAG inh DAPI viability: 1.7

Results for CCNC(=O)NC1(C(=O)Nc2ccc3c(c2)OCCO3)CCCCC1 ?
TAG inh: -11.1; TAG inh DAPI viability: -5.4

What do the screens show for `O=C(CCC(=O)N1CCCC1)Nc1ccc([N+](=O)[O-])cc1`?
TAG inh: -0.7; TAG inh DAPI viability: 1.3

How did COc1cc(OC)c(OC)cc1/C=C(\C#N)C(=O)NCc1cccs1 do in these assays?
TAG inh: 7.8; TAG inh DAPI viability: -1.3

Results for O=C(NCc1ccc2c(c1)OCO2)c1cc2ncc(Br)cn2n1 ?
TAG inh: -3.8; TAG inh DAPI viability: 8.8

What do the screens show for `CCOC(=O)c1[nH]c(C)c(CN(CCc2ccccc2)C(=O)CCC(=O)O)c1C`?
TAG inh: 13.6; TAG inh DAPI viability: 5.4

Results for COc1ccc(CCNC(=O)CSc2nc3sc(C(=O)O)c(C)c3c(=O)[nH]2)cc1OC ?
TAG inh: 21.0; TAG inh DAPI viability: 4.9

How did COc1ccc(NC(=O)CCCN2C(=O)/C(=C\c3ccco3)SC2=S)cc1 do in these assays?
TAG inh: -11.9; TAG inh DAPI viability: 2.6

What do the screens show for `Cc1cccc(C(=O)Nc2ccc(O)cc2)c1`?
TAG inh: 10.7; TAG inh DAPI viability: -17.5

What do the screens show for `O=S(=O)(c1cccc2cccnc12)N1CCN(c2ccc(F)cc2)CC1`?
TAG inh: -10.7; TAG inh DAPI viability: -14.6

What do the screens show for `Cc1ccc(-c2cc(C(=O)N/N=C\c3cnn(C)c3C)c3ccccc3n2)cc1C`?
TAG inh: -9.3; TAG inh DAPI viability: 3.1

What do the screens show for `CN1CCN(c2ccc(NC(=O)c3ccc4c(c3)OCO4)cc2)CC1`?
TAG inh: 12.7; TAG inh DAPI viability: 3.0

How did CCc1c(C)nc(SCCOc2ccc(OC)cc2)[nH]c1=O do in these assays?
TAG inh: -11.7; TAG inh DAPI viability: 6.7

How did Cn1nccc1C(=O)NC1CCCc2c1cnn2-c1ccc(C(C)(C)C)cc1 (stereo not given) do in these assays?
TAG inh: -7.6; TAG inh DAPI viability: -19.4

Results for Cn1c(=O)c2c(nc(NCCO)n2C)n(C)c1=O ?
TAG inh: 3.1; TAG inh DAPI viability: -3.8

How did COc1ccc(Cn2c(C)c(C)c(C#N)c2NC(=O)Nc2ccccc2)cc1 do in these assays?
TAG inh: -6.6; TAG inh DAPI viability: 9.8

Results for Cc1oc(-c2ccccc2F)nc1CS(=O)(=O)CC(=O)N1CCN(Cc2ccccc2)CC1 ?
TAG inh: -7.6; TAG inh DAPI viability: 7.8

What do the screens show for `COC(=O)c1sc2ccccc2c1-n1cccc1C(=O)C(=O)Nc1ccc(OC)cc1`?
TAG inh: 5.0; TAG inh DAPI viability: -9.5

How did CCOC(=O)c1c(C)[nH]c(C(=O)OCC(=O)NC2CCS(=O)(=O)C2)c1C (stereo not given) do in these assays?
TAG inh: 5.6; TAG inh DAPI viability: -7.5

How did CCCCN(C)C(=S)Nc1ccc2nc3n(c(=O)c2c1)CCCCC3 do in these assays?
TAG inh: 2.0; TAG inh DAPI viability: 0.5

How did COc1ccc(CCNC(=O)C2CCC(=O)N(C3CC3)C2)c(OC)c1 (stereo not given) do in these assays?
TAG inh: 3.6; TAG inh DAPI viability: -3.6

The last 5 compounds of the section above are carried over, then new ones follow.
Results for Cc1oc(-c2ccccc2F)nc1CS(=O)(=O)CC(=O)N1CCN(Cc2ccccc2)CC1 ?
TAG inh: -7.6; TAG inh DAPI viability: 7.8

What do the screens show for `COC(=O)c1sc2ccccc2c1-n1cccc1C(=O)C(=O)Nc1ccc(OC)cc1`?
TAG inh: 5.0; TAG inh DAPI viability: -9.5

How did CCOC(=O)c1c(C)[nH]c(C(=O)OCC(=O)NC2CCS(=O)(=O)C2)c1C (stereo not given) do in these assays?
TAG inh: 5.6; TAG inh DAPI viability: -7.5

How did CCCCN(C)C(=S)Nc1ccc2nc3n(c(=O)c2c1)CCCCC3 do in these assays?
TAG inh: 2.0; TAG inh DAPI viability: 0.5

How did COc1ccc(CCNC(=O)C2CCC(=O)N(C3CC3)C2)c(OC)c1 (stereo not given) do in these assays?
TAG inh: 3.6; TAG inh DAPI viability: -3.6

What do the screens show for `O=C(C1=C[C@@H](C2CCCCC2)C[C@@H](OCCCCO)O1)N1CCN(Cc2ccccc2)CC1`?
TAG inh: -12.1; TAG inh DAPI viability: -16.9

How did CCOC(=O)C(C)Oc1cccc2c(=O)n(CC(=O)Nc3ccc(OC)cc3)ccc12 (stereo not given) do in these assays?
TAG inh: -12.4; TAG inh DAPI viability: -9.7

Results for O=C(NC1CC1)c1cccc(S(=O)(=O)N2CCOCC2)c1 ?
TAG inh: -10.4; TAG inh DAPI viability: 4.9

Results for O=C(c1cc(F)ccc1F)C1CCCN(Cc2cccn2-c2ccccn2)C1 (stereo not given) ?
TAG inh: 11.2; TAG inh DAPI viability: -8.4

Results for O=C(Nc1cccc(Oc2c(F)c(F)c(F)c(F)c2F)c1)N1C[C@@H]2C[C@@H](C1)c1cccc(=O)n1C2 ?
TAG inh: 0.4; TAG inh DAPI viability: 6.0

Results for COc1ccccc1CNS(=O)(=O)CCNC1CCCCC1 ?
TAG inh: 4.8; TAG inh DAPI viability: -0.4

How did CCOC(=O)c1cc2c(ccn2C)n1Cc1ccc(Cl)cc1 do in these assays?
TAG inh: 8.1; TAG inh DAPI viability: -8.7

How did COCC(=O)c1[nH]c2ccccc2c1C do in these assays?
TAG inh: -12.1; TAG inh DAPI viability: 9.6

Results for CC(=O)c1cnc(N(C)C)s1 ?
TAG inh: 9.4; TAG inh DAPI viability: -7.5

What do the screens show for `Cc1cc(N)n2nc(C)c(-c3ccc(Cl)cc3)c2n1`?
TAG inh: 14.0; TAG inh DAPI viability: -3.2

In the list so far, 2 contain a tert-butyl group:
How did CCCNC(=O)C(Cc1ccccc1)NC(=O)c1ccc(C(C)(C)C)cc1 (stereo not given) do in these assays?
TAG inh: 9.2; TAG inh DAPI viability: 0.7

How did Cn1nccc1C(=O)NC1CCCc2c1cnn2-c1ccc(C(C)(C)C)cc1 (stereo not given) do in these assays?
TAG inh: -7.6; TAG inh DAPI viability: -19.4

(listing goes on)
Results for CCCCN(C(=O)CC1CCCCC1)c1c(N)n(CCCC)c(=O)[nH]c1=O ?
TAG inh: 2.4; TAG inh DAPI viability: -0.2

Results for CCOC(=O)c1[nH]cnc1C(=O)Nc1ccccc1 ?
TAG inh: 6.0; TAG inh DAPI viability: -3.3

How did COc1ccc(S(=O)(=O)N/N=C(/C)c2ccc(C)o2)cc1 do in these assays?
TAG inh: 3.2; TAG inh DAPI viability: 5.3

Results for COc1ccc(C(CNC(=O)CNC(=O)c2cccc(F)c2)N2CCOCC2)cc1 (stereo not given) ?
TAG inh: 0.2; TAG inh DAPI viability: 6.8

How did COc1ccc(NC(=O)Cn2c(=O)sc3ccccc32)c(OC)c1 do in these assays?
TAG inh: 8.7; TAG inh DAPI viability: -2.5

What do the screens show for `CCCCN(C(=O)c1cccc(S(=O)(=O)N2CC(C)OC(C)C2)c1)c1c(N)n(CC(C)C)c(=O)[nH]c1=O` (stereo not given)?
TAG inh: -0.9; TAG inh DAPI viability: 2.0

Results for CN(CC(=O)Nc1ccc(F)cc1)C(=O)CN1C(=O)NC2(CCCc3ccccc32)C1=O (stereo not given) ?
TAG inh: 5.1; TAG inh DAPI viability: -1.2

What do the screens show for `C=CCOc1c(OC)cc(/C=N/Nc2cccc(C(=O)O)c2)c(Br)c1Br`?
TAG inh: 56.6*; TAG inh DAPI viability: -36.8*

How did COc1cccc(CN2CCN(C(=O)c3oc4c(F)cccc4c3C)CC2=O)c1 do in these assays?
TAG inh: 0.0; TAG inh DAPI viability: 3.1

What do the screens show for `COc1ccccc1/C=C/C=N/n1c(-c2cc(C)[nH]n2)n[nH]c1=S`?
TAG inh: -10.4; TAG inh DAPI viability: 3.5

Results for Cc1cccc(N(C)C(=O)c2cc(S(=O)(=O)N3CCc4ccccc43)cn2C)c1 ?
TAG inh: -19.5; TAG inh DAPI viability: -1.9

Results for CCc1cc(=O)[nH]c(SCC(=O)N2CCOCC2)n1 ?
TAG inh: 16.2; TAG inh DAPI viability: -6.9

What do the screens show for `CC(C)CNC(=O)COC(=O)c1c2c(nc3ccccc13)/C(=C\c1cccs1)CC2`?
TAG inh: 21.4; TAG inh DAPI viability: 22.7

How did O=C(Nc1ccccc1Cl)O/N=C/c1ccc(F)cc1 do in these assays?
TAG inh: -8.1; TAG inh DAPI viability: -3.7

Results for O=Cc1cccn1-c1nccc(-c2ccco2)n1 ?
TAG inh: 3.0; TAG inh DAPI viability: -4.6

Results for Cc1c(/C=N/Nc2nc3ccccc3[nH]2)c2ccccc2n1C ?
TAG inh: 61.9*; TAG inh DAPI viability: -23.3*

How did CCc1ccc(CN2CCCC(CNS(=O)(=O)c3ccc(OC)cc3)C2)cc1 (stereo not given) do in these assays?
TAG inh: 1.1; TAG inh DAPI viability: 8.0

What do the screens show for `O=P(O)(Cc1ccccc1)Cc1ccccc1`?
TAG inh: 1.7; TAG inh DAPI viability: -3.8

How did CCOC(=O)C1=C(C)NC(C)=C(C(=O)OCC)C1C(=O)OCC(=O)NCc1ccccc1 do in these assays?
TAG inh: -18.1; TAG inh DAPI viability: 6.6

Results for Fc1ccc(C2CC(c3ccco3)n3ncnc3N2)cc1 (stereo not given) ?
TAG inh: 6.2; TAG inh DAPI viability: -8.0

Results for Cc1csc(SC(C)C(=O)NC2CCCCC2C)n1 (stereo not given) ?
TAG inh: -10.7; TAG inh DAPI viability: -1.8

What do the screens show for `COc1ccc(CNc2nc3nc4c(c(=O)n3[nH]2)CCC4)cc1`?
TAG inh: 6.4; TAG inh DAPI viability: -2.1

What do the screens show for `COc1ccc(CNC(=O)CN2C(=O)C(c3ccccc3)Oc3cccnc32)cc1` (stereo not given)?
TAG inh: -7.5; TAG inh DAPI viability: -7.7

How did Cc1ccc(C(=O)O/N=C(\N)c2ccccn2)cc1Cl do in these assays?
TAG inh: -5.9; TAG inh DAPI viability: 4.3

Results for COC(C[C@H](O)CC(=O)COCc1ccccc1)OC ?
TAG inh: 53.8*; TAG inh DAPI viability: -39.1*

How did Cc1ccc(-c2ncns2)cc1 do in these assays?
TAG inh: 1.5; TAG inh DAPI viability: 73.8

Results for O=C(CSc1nnc(Cc2ccccc2)o1)c1ccccc1 ?
TAG inh: -22.3; TAG inh DAPI viability: -2.8

How did O=C1c2sc3nc4ccccc4n3c2C(=O)N1c1ccccc1Cl do in these assays?
TAG inh: -7.1; TAG inh DAPI viability: 2.5

Results for CCOC(=O)Cc1ccc(NC(=O)c2ccc([N+](=O)[O-])cc2)cc1 ?
TAG inh: -19.6; TAG inh DAPI viability: -0.1

Results for CCC(C(=O)N(C(C)C)C(C)C)c1ccccc1 (stereo not given) ?
TAG inh: -17.6; TAG inh DAPI viability: 22.1

Results for COc1ccc2nc(NC(=O)CSc3nc4ccccc4o3)sc2c1 ?
TAG inh: -1.2; TAG inh DAPI viability: 2.2

What do the screens show for `CC(C)N1C(=O)CCC1C(=O)NCCc1ccc(Cl)cc1` (stereo not given)?
TAG inh: 3.3; TAG inh DAPI viability: 12.5

What do the screens show for `Cc1cc(C)cc(NC(=S)N(Cc2ccc(Cl)cc2)Cc2ccc(C(=O)O)cc2)c1`?
TAG inh: 8.0; TAG inh DAPI viability: 1.6

Results for CC(OC(=O)Cn1cnc2c1c(=O)n(C)c(=O)n2C)C(=O)NC1CCCCC1C (stereo not given) ?
TAG inh: -13.4; TAG inh DAPI viability: -2.8

How did COc1ccc(F)cc1C(=O)C1CCCN(Cc2ccc(Oc3ncccn3)cc2)C1 (stereo not given) do in these assays?
TAG inh: -7.7; TAG inh DAPI viability: 3.9

Results for Cc1ccc(-n2c(CCC(=O)O)ccc2-c2cccs2)cc1C ?
TAG inh: 8.7; TAG inh DAPI viability: -8.1

Results for COc1ccc([N+](=O)[O-])cc1NC1CCN(C(=O)c2cccs2)CC1 ?
TAG inh: 0.0; TAG inh DAPI viability: -11.9

What do the screens show for `CCN1C(=O)[C@H]2[C@@H](c3ccc(-c4ccc(OC)cc4)c(OC)c3)N[C@@](CC(C)C)(C(=O)OC)[C@H]2C1=O`?
TAG inh: 23.0; TAG inh DAPI viability: -2.9

Results for Cc1ccc(-n2nnnc2SCC(=O)N2Cc3ccccc3CC2C(=O)O)cc1 (stereo not given) ?
TAG inh: -4.0; TAG inh DAPI viability: 2.6

Results for CCCCN(C)C(=O)c1ccc2c(c1)S(=O)(=O)c1ccccc1C2=O ?
TAG inh: -3.4; TAG inh DAPI viability: 1.1
